Bioassay records: PubChem BioAssay, several laboratories
PriA SSB inh: inhibitors of Klebsiella pneumoniae PriA binding to SSB C-terminal tail, primary screen, biochemical, AlphaScreen. PriA–SSB C-terminal tail interaction (Klebsiella pneumoniae). AlphaScreen SSBct-PriA binding, biotinylated peptide. inhibition, % at 33 µM. 430,000 compounds, 0.6% hits. AID 1272365, 2023; in the data active = inhibition mostly above about 37%, no sharp cut-off; inactive = mostly below about 20%;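 also: plate controls were negative control peptide for no effect and reference peptide for full effect; strong numbers were not always called active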
PfHsp40 yeast: rescue of yeast from PfHsp40 toxicity, primary screen, S. cerevisiae, ATP luminescence | S. cerevisiae expressing PfHsp40, growth rescue | growth rescue, % at 12.5 µM | 340,000 compounds, 0.68% hits | AID 504582, 2011; in the data active = growth rescue above about 28%, passing the limit was not always enough; inconclusive = no clear call, values can overlap the other calls;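 also: yeast W303a lacking pdr1 and pdr3 grown in galactose medium; growth measured after three days at 30 °C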
PrPC surface inh: inhibitors of human cell surface prion protein PrPC, primary screen, cell-based, TR-FRET; Major prion protein (Homo sapiens), P04156; TR-FRET read-out; inhibition, % at 13.8 µM; 370,000 compounds, 0.43% hits; in the data active = inhibition above about 24%; also: 0% = median of the test wells and 100% = reference compound wells
BoNT A protease: BoNT/A light chain protease inhibitors, primary screen, biochemical, flow cytometry, MLPCN library. inhibition, % at 10 µM. Botulinum neurotoxin type A light chain protease (Clostridium botulinum A str. ATCC 3502). 360,000 compounds, 0.17% hits. multiplex microsphere protease substrate cleavage; also: plate controls were buffer without enzyme for full effect and enzyme alone for no effect
Y pestis TopoI: Yersinia pestis topoisomerase I inhibitors, primary screen, biochemical, cleavage product accumulation, plate reader, single point | DNA topoisomerase I (Yersinia pestis CO92) | Y. pestis Topo-I cleavage product accumulation | activity, % at 10 µM | 360,000 compounds, 0.064% hits | AID 504884, 2011; in the data active = activity above about 50%, passing the limit was not always enough; inconclusive = no clear call, values can overlap the other calls; also: inactives centre near 2
3CLpro inhibitor: SARS-CoV 3CLpro protease inhibitors, primary screen, biochemical, quenched FRET; Replicase polyprotein 1ab (Severe acute respiratory syndrome coronavirus), P0C6X7; recombinant SARS-CoV 3CLpro, quenched FRET peptide cleavage; inhibition, % at 6 µM; 290,000 compounds, 0.14% hits; in the data active = inhibition above about 12%
TcdB GH inh: TcdB glycohydrolase inhibitors, primary screen, biochemical, single point, plate reader. inhibition, % at 9.99 µM. TcdB glycohydrolase enzymatic assay. Toxin B (Clostridioides difficile), P18177. 350,000 compounds, 0.24% hits; in the data active = inhibition above about 10%
Anthrax LF prot: Bacillus anthracis LF protease inhibitors, primary screen, biochemical, multiplex microsphere, MLPCN library | Lethal factor (Bacillus anthracis), P15917 | multiplex microsphere protease cleavage assay | inhibition, % at 10 µM | 360,000 compounds, 0.12% hits | AID 588501, 2011; also: plate controls were buffer without enzyme for full effect and enzyme alone for no effect
Target sequence (P15917 whole entry, looked up): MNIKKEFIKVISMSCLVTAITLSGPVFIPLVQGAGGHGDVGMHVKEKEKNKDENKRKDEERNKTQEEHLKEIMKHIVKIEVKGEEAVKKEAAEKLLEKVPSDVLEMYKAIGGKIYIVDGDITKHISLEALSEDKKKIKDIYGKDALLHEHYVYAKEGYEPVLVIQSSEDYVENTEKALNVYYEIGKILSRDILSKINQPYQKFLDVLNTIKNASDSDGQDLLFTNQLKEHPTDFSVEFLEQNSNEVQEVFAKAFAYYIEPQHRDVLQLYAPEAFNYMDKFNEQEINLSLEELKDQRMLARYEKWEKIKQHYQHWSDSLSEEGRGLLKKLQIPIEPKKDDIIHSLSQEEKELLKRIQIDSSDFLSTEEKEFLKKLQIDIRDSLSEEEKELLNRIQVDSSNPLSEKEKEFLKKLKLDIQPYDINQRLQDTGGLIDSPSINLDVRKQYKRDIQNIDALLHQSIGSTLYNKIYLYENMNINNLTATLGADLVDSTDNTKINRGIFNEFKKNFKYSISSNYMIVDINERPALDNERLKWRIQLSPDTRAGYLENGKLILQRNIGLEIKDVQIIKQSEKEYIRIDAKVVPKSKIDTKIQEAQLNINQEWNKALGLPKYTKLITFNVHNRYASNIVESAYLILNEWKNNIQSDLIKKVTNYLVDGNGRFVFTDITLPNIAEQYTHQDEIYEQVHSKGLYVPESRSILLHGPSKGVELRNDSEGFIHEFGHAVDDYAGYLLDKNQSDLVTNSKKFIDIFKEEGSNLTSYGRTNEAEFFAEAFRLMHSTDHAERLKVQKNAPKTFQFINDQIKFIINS
Vc quorum ag: inducers of Vibrio cholerae quorum light production without autoinducers, primary screen, BH1578 luxS cqsA deficient, single point. V. cholerae BH1578 lux reporter, luminescence, 6 h. activation, % at 18.7 µM. 350,000 compounds, 0.16% hits. AID 588436, 2011; in the data active = activation mostly above about 9.7%, no sharp cut-off; inconclusive = no clear call, values can overlap the other calls; inactive = mostly below about 3.7%; also: not every result past the cut was called active; inactives centre near 0; reference of the scale not given here
* hit, by the source's call; i = inactive; ? = inconclusive; . = no result given; & = joins results of further samples. Rule as the data show it, unless noted: active = inhibition above about 30%; inconclusive = no clear call, values can overlap the other calls; inactive = below that.

SMILES	PriA SSB inh	PfHsp40 yeast	PrPC surface inh	BoNT A protease	Y pestis TopoI	3CLpro inhibitor	TcdB GH inh	Anthrax LF prot	Vc quorum ag
COc1ccc(CNc2cccnc2)c(OC)c1OC	-6	0.8	9	.	2	.	0.4	.	-0.6
CC(C)c1ccc(Nc2nnns2)cc1	2	2.4	-3	0.2	6	1	-0.1	-3	-0.5
COC(=O)CSc1nnc(CNC(=O)c2ccccc2F)n1-c1ccc(F)cc1	-1	-0.8	6	1.3	-5	-5	0.7	1	-0.9
N#Cc1c(N)nc2c(c1N)CC(COc1ccccc1)O2 (stereo not given)	-8	1.0	-4	0.0	-7	0	.	-3	-3.0
c1ccc2c(C[C@@H]3CNCCN3CC3CCCCC3)cccc2c1	8	0.2	4	-0.3	2	.	0.7	-4	i
CCSC1=C(C#N)C(c2cccc(O)c2)CC(=O)N1 (stereo not given)	-5	-1.1	1	-0.4	1	0	7.2	-2	-0.2
CCSc1nc2nn(-c3ccccc3)c(=O)c-2c2n1CCCCC2	-19	0.2	-11	-0.6	5	4	.	-2	.
Cc1cc(C)n(CCC(=O)N2CCc3ccccc32)n1	-12	-0.7	1	1.4	6	0	3.3	0	-5.1
Cc1cccc2c1N(CCCOc1ccc(C(C)(C)C)cc1)C(=O)C2=O	2	-0.4	.	-0.7	3	3	.	0	.
O=C(Nc1cccnc1)c1cccc(S(=O)(=O)N2CCCCC2)c1	-11	-0.1	2	0.1	-9	7	0.5	0	-0.5
CCCNC(=O)C(Cc1ccc(C(F)(F)P(=O)(OCC)OCC)cc1)NC(=O)c1ccc(C#N)cc1 (stereo not given)	-4	0.3	0	-0.2	12	.	0.1	-7	i
C(=N\n1cnnc1)/c1ccc(-c2ccccc2)cc1	.	0.3	-4	-0.8	-4	-1	.	-8	.
COC(=O)c1cc(CSC(=N)N)ccc1OCCC(C)C	-78	?	-2	-1.8	0	3	2.6	-2	-0.8
O=C(COC(=O)/C=C/c1cccc(Cl)c1)NCCC1=CCCCC1	2	-1.5	5	-0.6	31	4	.	0	i
O=[N+]([O-])c1ccc(Cc2cncc(O)c2)cc1	-5	-2.8	-13	0.6	4	0	-0.7	-7	-1.0
Cc1ccnc2c(N3C(=O)C4C5C=CC(C5)C4C3=O)cccc12 (stereo not given)	-5	-0.8	-4	-0.2	-4	4	.	-2	i
C=CCNc1nc(Nc2ccc([N+](=O)[O-])cc2)nc(OC)n1	-7	-0.8	-13	0.4	-7	-2	.	-2	0.0
CCN(CC)c1ccc(NC(=O)CSC(=O)c2ccccc2)cc1	0	-0.2	3	4.9	0	.	-0.1	?	i
CC(C)(NC(=O)c1ccccc1)c1nc2ccccc2s1	9	0.6	-3	0.1	-12	.	1.2	5	2.1
O=C(c1ccc(F)cc1)N1CCCC(c2nc(-c3ccncc3)no2)C1 (stereo not given)	9	0.3	5	0.3	3	.	-0.4	-1	i
COCCn1c(SCC(=O)c2[nH]c(C)c(C(C)=O)c2C)nc2ccccc21	-8	2.4	1	2.0	21	-3	.	1	i
N#Cc1ccccc1S(=O)(=O)N1CCN(C(=O)CN2CCCSc3ccccc32)CC1	-11	0.7	-5	-0.5	31	.	-0.4	-2	i
CCCCS(=O)(=O)c1sc2nc(C)cc(C)c2c1N	-16	-0.9	-6	0.5	-6	0	.	3	i
COc1ccc(CN2CCNC(=O)C2CC(=O)NCc2csc(C(C)C)n2)c(OC)c1 (stereo not given)	-2	.	5	.	.	1	0.5	.	.

Shown as labelled records: entries from further up.
Molecule: CCN(CC)c1ccc(NC(=O)CSC(=O)c2ccccc2)cc1
  PriA SSB inh = 0
  PfHsp40 yeast = -0.2
  PrPC surface inh = 3
  BoNT A protease = 4.9
  Y pestis TopoI = 0
  3CLpro inhibitor = .
  TcdB GH inh = -0.1
  Anthrax LF prot = ?
  Vc quorum ag = i
Molecule: CC(C)(NC(=O)c1ccccc1)c1nc2ccccc2s1
  PriA SSB inh = 9
  PfHsp40 yeast = 0.6
  PrPC surface inh = -3
  BoNT A protease = 0.1
  Y pestis TopoI = -12
  3CLpro inhibitor = .
  TcdB GH inh = 1.2
  Anthrax LF prot = 5
  Vc quorum ag = 2.1
Molecule: O=C(c1ccc(F)cc1)N1CCCC(c2nc(-c3ccncc3)no2)C1 (stereo not given)
  PriA SSB inh = 9
  PfHsp40 yeast = 0.3
  PrPC surface inh = 5
  BoNT A protease = 0.3
  Y pestis TopoI = 3
  3CLpro inhibitor = .
  TcdB GH inh = -0.4
  Anthrax LF prot = -1
  Vc quorum ag = i
Molecule: COCCn1c(SCC(=O)c2[nH]c(C)c(C(C)=O)c2C)nc2ccccc21
  PriA SSB inh = -8
  PfHsp40 yeast = 2.4
  PrPC surface inh = 1
  BoNT A protease = 2.0
  Y pestis TopoI = 21
  3CLpro inhibitor = -3
  TcdB GH inh = .
  Anthrax LF prot = 1
  Vc quorum ag = i

The results go on:
SMILES	PriA SSB inh	PfHsp40 yeast	PrPC surface inh	BoNT A protease	Y pestis TopoI	3CLpro inhibitor	TcdB GH inh	Anthrax LF prot	Vc quorum ag
COc1cc(OC)nc(NC(=O)CSc2nc3ccccc3[nH]2)n1	-15	1.0	3	1.1	5	-5	0.5	0	i
Cc1nn(Cc2ccc(C(=O)N3c4ccc(F)cc4CCC3C)o2)c(C)c1Br (stereo not given)	-4	0.5	4	0.2	21	4	.	-2	-2.4
CCN(CC(=O)Nc1c(F)cccc1F)C(=O)c1cnccn1	-1	-1.0	2	1.4	2	.	2.0	-3	-0.6
COCCNC(=O)C1(C)CCCN(CC(=O)c2ccc(OC)cc2)C1 (stereo not given)	.	.	-4	0.2	-3	.	1.1	-3	-1.2
O=C(C1CCCCC1)N1C[C@H](n2cc(-c3ccc(F)cc3)nn2)[C@@H](O)C[C@@H]1c1ccccc1	.	.	-4	-0.3	-6	.	-0.6	-4	-0.2
COc1ccc(NC(=O)c2cccn(CC=C(C)C)c2=O)cc1	-6	5.4	3	-0.2	27	5	1.2	-6	0.1
CCc1ccc(CCC(=O)Nc2nccs2)o1	9&-1	1.4	2	1.3	6	4	.	2	i
COc1ccc(-c2noc(CSc3nnc(-c4ccccc4)n3C)n2)cc1	7	-0.4	.	-2.1	21	2	1.5	-2	-0.2
CCN(CC)CCCNC(=O)c1cc(Nc2ccc(OC)cc2OC)nc2ccccc12	-11	3.0	0	-2.4	-22	-1	0.4	-5	i
COCCCN(C(=O)Nc1cccc(Cl)c1)C(C)c1ccccn1 (stereo not given)	-5	-0.6	3	3.8	1	-1	.	-17	.
Cn1c(SCC(=O)NCc2ccco2)nnc1C1CC1	5	-0.6	-5	0.8	11	.	0.8	-2	0.7
COc1cccc(CNC(=O)CCC2CCCN(c3cc(C)nc(N4CCCC4)n3)C2)c1 (stereo not given)	-11	0.0	-10	-1.4	11	5	0.2	-7	2.6
C[C@H]1CN([C@@H](C)CO)C(=O)CCCn2nncc2CO[C@H]1CN(C)C(=O)Oc1ccccc1	.	.	5	0.3	-3	.	1.3&0.2	-4	-0.2
CC(=O)Oc1cc(C)cc2oc(=O)cc(-c3ccccc3)c12	-15	1.2	-11	-2.0	4	-2	-0.4	-13	0.9
O=C(Sc1ccccc1)c1cccc(Cn2cc(C(F)(F)F)ccc2=O)c1	-3	1.0	3	-0.9	24	-5	2.1	-2	0.7
CC(C)(C)C(=O)NCCN1C(=O)S/C(=C\c2ccc([N+](=O)[O-])cc2)C1=O	4	-0.5	-1	0.7	-5	3	0.3	-1	-5.6
CCCCC(=O)N1CCCC(C)C1 (stereo not given)	8	-0.5	2	4.0	4	0	0.3	-7	-0.6
COc1ccccc1NC(=O)CSc1nnc(COc2ccccc2C)o1	-10	0.5	-2	0.6	26	5	0.4	1	-0.3
CCCCOc1ccccc1C1C(C(N)=O)=C(C)Nc2nnnn21 (stereo not given)	-6	-1.2	1	0.8	6	1	.	1	i
Cc1ccc(C(=O)CC2C(=O)N(c3ccccc3)C(=S)N2c2ccccc2)cc1 (stereo not given)	8	0.4	6	-0.7	-2	5	.	0	-0.3
O=C(c1cc(C2CC2)on1)N1CCN(C(c2ccccc2)c2ccccc2)CC1	-4	-0.2	-1	-0.7	32	-4	1.5	-9	i
Cc1cc(C(=O)CSc2nnc(Nc3ccccc3F)s2)c(C)n1CC1CCCO1 (stereo not given)	-3	1.3	11	-0.4	13	0	.	-1	-3.2
O=C(COc1ccccc1[N+](=O)[O-])Nc1ccc(NC(=O)c2cc3ccccc3o2)cc1	-10	1.0	-1	-0.7	0	-1	0.6	-2	-0.2
CCC(C)NC(=O)Cn1c(-c2ccccc2)cc(C(C)=O)c1C (stereo not given)	-4	0.5	3	0.3	0	1	2.4	1	0.3

Complete entries from above. Values in the order: PriA SSB inh | PfHsp40 yeast | PrPC surface inh | BoNT A protease | Y pestis TopoI | 3CLpro inhibitor | TcdB GH inh | Anthrax LF prot | Vc quorum ag
Shown for C[C@H]1CN([C@@H](C)CO)C(=O)CCCn2nncc2CO[C@H]1CN(C)C(=O)Oc1ccccc1 = . | . | 5 | 0.3 | -3 | . | 1.3&0.2 | -4 | -0.2
Shown for O=C(Sc1ccccc1)c1cccc(Cn2cc(C(F)(F)F)ccc2=O)c1 = -3 | 1.0 | 3 | -0.9 | 24 | -5 | 2.1 | -2 | 0.7
Shown for CC(C)(C)C(=O)NCCN1C(=O)S/C(=C\c2ccc([N+](=O)[O-])cc2)C1=O = 4 | -0.5 | -1 | 0.7 | -5 | 3 | 0.3 | -1 | -5.6

The main list resumes; the four compounds before the break are reprinted first.
SMILES	PriA SSB inh	PfHsp40 yeast	PrPC surface inh	BoNT A protease	Y pestis TopoI	3CLpro inhibitor	TcdB GH inh	Anthrax LF prot	Vc quorum ag
O=C(c1cc(C2CC2)on1)N1CCN(C(c2ccccc2)c2ccccc2)CC1	-4	-0.2	-1	-0.7	32	-4	1.5	-9	i
Cc1cc(C(=O)CSc2nnc(Nc3ccccc3F)s2)c(C)n1CC1CCCO1 (stereo not given)	-3	1.3	11	-0.4	13	0	.	-1	-3.2
O=C(COc1ccccc1[N+](=O)[O-])Nc1ccc(NC(=O)c2cc3ccccc3o2)cc1	-10	1.0	-1	-0.7	0	-1	0.6	-2	-0.2
CCC(C)NC(=O)Cn1c(-c2ccccc2)cc(C(C)=O)c1C (stereo not given)	-4	0.5	3	0.3	0	1	2.4	1	0.3
CN(C)C(=O)COC(=O)c1cccc(CN2C(=O)c3ccccc3C2=O)c1	-9	0.9	9	-1.8	12	-2	-1.4	-6	-0.5
COc1ccc(CC(NC(C)=O)C(=O)NC2CCN(C(=O)c3ccc(Cl)cc3)CC2)cc1 (stereo not given)	-20	-0.5	7	-7.0	7	3	-1.5	-6	-0.5
O=C(COC(=O)c1cc(Cl)cc(Cl)c1)NCCN1C(=O)CSC1=O	3	-1.0	7	-0.3	-5	-4	1.2	-2	-4.5
CC(=O)OC1CCC2C3CCc4cc(OP(=O)(N5CC5)N5CC5)ccc4C3CCC12C (stereo not given)	.	.	-4	0.6	14	.	1.6	4	-5.3
Cc1c(Cl)cccc1NC(=O)CSc1nccn1C	8	0.7	5	-3.3	10	1	2.3	-1	i
Cc1ccc(SC(C)C(=O)NCCC2=CCCCC2)cc1 (stereo not given)	1	0.1	1	-1.3	3	-5	0.1	-4	i

Some of the compounds tested. The share of hits here may be higher or lower than overall.
